Bioassay records: PubChem BioAssay, National Center for Advancing Translational Sciences (NCATS)
PI4K2A block: blocks human PI4K2A kinase activity; Q9BTU6; purified PI4K2A, ADP-Glo luminescence, 1 h; active compounds read low; activity change, negative = inhibition, % at 76.9 µM; hit rate 0.13% among 420,000; in the data active = activity change below about -50%; inconclusive = mostly about -30% to -49%;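 note: -100% = wells without enzyme as full effect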
Target sequence (Q9BTU6 whole entry, looked up): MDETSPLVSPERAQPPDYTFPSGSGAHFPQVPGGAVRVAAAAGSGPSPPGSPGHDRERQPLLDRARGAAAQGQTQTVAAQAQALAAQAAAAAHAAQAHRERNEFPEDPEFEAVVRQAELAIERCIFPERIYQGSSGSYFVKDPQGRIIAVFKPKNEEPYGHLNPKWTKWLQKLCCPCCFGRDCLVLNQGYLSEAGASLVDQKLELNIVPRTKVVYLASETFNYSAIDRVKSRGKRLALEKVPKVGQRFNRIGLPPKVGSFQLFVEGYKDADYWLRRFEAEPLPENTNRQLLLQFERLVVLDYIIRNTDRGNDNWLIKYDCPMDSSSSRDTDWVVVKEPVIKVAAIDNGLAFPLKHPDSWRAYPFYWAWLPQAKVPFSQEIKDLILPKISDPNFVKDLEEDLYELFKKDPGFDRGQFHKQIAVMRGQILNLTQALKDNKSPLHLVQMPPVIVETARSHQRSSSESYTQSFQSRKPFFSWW
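ADP-Glo luminescence measured ADP generated by PI4K2A enzyme (4 ug/mL before mixing) with 1.2 mM PI substrate (pre-mix) and 300 microM ATP (pre-mix). Tris pH7.5 buffer with MgCl2, Triton X-100; 1 h reaction at ambient temperature.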
GLS inh: inhibitors of human glutaminase (GLS). O94925. GLS enzymatic activity, qHTS titration. Potency, µM (series often up to 45.5 µM), without a hit: at the top dose activity change, negative = inhibition, most hits filed as inhibitors. hit rate 0.21% among 410,000; note: potency is the fitted concentration of half-maximal effect; % is set by controls: 0 for no effect and ±100 for the full control effect
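Glutamate formation by hKGA was monitored fluorometrically using coupled glutamate oxidase, HRP and Amplex Red. Substrate was added as 1 mM L-glutamine solution; incubation was 30 min at RT after an initial read.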
Pol eta inh: DNA polymerase eta (human) inhibition; recombinant Pol eta, fluorescent DNA replication assay; hit rate 1.2% among 390,000; Potency, µM (doses to about 114 µM), for the others: at the top dose activity change, negative = inhibition, hits mostly inhibitors; AID 588591; note: potency is the fitted concentration of half-maximal effect; % is set by controls: 0 for no effect and ±100 for the full control effect
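Fluorescent replication assay: 50 nM final substrate added after a 15 min room-temperature compound preincubation with 10 nM enzyme. Signal taken at 0 min and again at 10 min.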
JMJD2A Tudor inh: inhibitors of human JMJD2A Tudor domain. O75164. AlphaScreen JMJD2A-Tudor / H3K4me3 peptide binding. Potency, µM (titrated, usually from 114 µM), inactives show at the highest dose activity change, negative = inhibition, most hits filed as inhibitors. hit rate 4.4% among 390,000. AID 504339; note: potency is the fitted concentration of half-maximal effect; % is set by controls: 0 for no effect and ±100 for the full control effect; nearly all actives have a fitted effect of over 50% in size
HP1b binding inh: inhibitors of HP1-beta chromodomain binding to methylated histone tails. Potency, µM (titrated, usually from 114 µM), inactives show at the highest dose activity change, negative = inhibition, usual class: inhibitors. AID 540317. hit rate 0.56% among 390,000. AlphaScreen HP1-beta / biotin-H3K9me3 peptide binding; note: potency is the fitted concentration of half-maximal effect; nearly all actives have a fitted effect of over 70% in size; inactives centre near 23
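HP1-beta protein (50 nM final) preincubated 30 min at room temperature with biotinylated H3(1-18)K9me3 peptide (50 nM) in PBS pH 7.4, 0.01% Tween-20, then compound added for 30 min. AlphaScreen streptavidin donor/nickel chelate acceptor beads (10 ug/mL final), 30 min dark, luminescence read.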
Tb PGK inh: blocks T. brucei phosphoglycerate kinase | P07378 | PGK/GAPDH coupled, Kinase-Glo luminescence, 60 min | Potency, µM (titrated, usually from 57.5 µM), for the others: at the top dose activity change, negative = inhibition, most hits filed as inhibitors | hit rate 0.043% among 380,000 | AID 602233; note: potency is the fitted concentration of half-maximal effect; % is set by controls: 0 for no effect and ±100 for the full control effect; nearly all actives have a fitted effect of over 60% in size
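Recombinant glycosomal PGK reaction used 1,3-bisphosphoglycerate generated in-well by GAPDH (100nM final) in 100mM TEA pH 7.6, 5mM MgCl2, 0.01% Tween-20. After 60 minutes at room temperature, ATP was read by Kinase-Glo Plus luminescence end-point.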
Pin1 inh: human Pin1 inhibition; Q13526; AID 504891; Potency, µM (series often up to 115 µM), without a hit: top-dose activity, negative = inhibition, most hits filed as inhibitors; hit rate 0.009% among 390,000; Pin1 FP peptide displacement, HiFluor488, 10 min; active = well fitted inhibition curve with a large enough effect in the polarisation, with a control signal flat, not every such curve was filed as active; inconclusive = small, poorly fitted or top-dose-only effect, or effect the other way, or a change in a side signal; inactive = no such curve, though single readings can be large or run the other way; the % refers to the polarisation; note: potency is the fitted concentration of half-maximal effect; % is set by controls: 0 for no effect and ±100 for the full control effect
Target sequence (Q13526 whole entry, looked up): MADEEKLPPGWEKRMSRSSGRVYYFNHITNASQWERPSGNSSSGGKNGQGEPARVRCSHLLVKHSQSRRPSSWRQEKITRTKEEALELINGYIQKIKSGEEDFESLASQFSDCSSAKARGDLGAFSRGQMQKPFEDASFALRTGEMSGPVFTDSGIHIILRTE
BAZ2B block: BAZ2B (human) inhibition; Q9UIF8; AlphaScreen BAZ2B-H3K14Ac peptide displacement; Potency, µM (top dose mostly 114 µM), without a hit: top-dose activity change, negative = inhibition, most hits filed as inhibitors; hit rate 4.4% among 360,000; note: potency is the fitted concentration of half-maximal effect; % is set by controls: 0 for no effect and ±100 for the full control effect; nearly all actives have a fitted effect of over 60% in size
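AlphaScreen displacement of biotin-H3(5-23)K14Ac peptide (50 nM final) from BAZ2B (50 nM final) in PBS pH 7.4, 0.01% Tween-20; complex preformed 30 min RT, then compounds (top 110 uM) 30 min RT, beads 20 min dark.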
G9a inh: blocks human histone lysine methyltransferase G9a | G9a H3K9 monomethylation, AlphaScreen, 2 h | Q96KQ7 | hit rate 8.8% among 350,000 | Potency, µM (highest dose often 102 µM), inactives show at the highest dose activity, negative = inhibition, usual class: inhibitors; note: potency is the fitted concentration of half-maximal effect; % is set by controls: 0 for no effect and ±100 for the full control effect; nearly all actives have a fitted effect of over 75% in size
Target sequence (Q96KQ7 913-1193 limits assumed): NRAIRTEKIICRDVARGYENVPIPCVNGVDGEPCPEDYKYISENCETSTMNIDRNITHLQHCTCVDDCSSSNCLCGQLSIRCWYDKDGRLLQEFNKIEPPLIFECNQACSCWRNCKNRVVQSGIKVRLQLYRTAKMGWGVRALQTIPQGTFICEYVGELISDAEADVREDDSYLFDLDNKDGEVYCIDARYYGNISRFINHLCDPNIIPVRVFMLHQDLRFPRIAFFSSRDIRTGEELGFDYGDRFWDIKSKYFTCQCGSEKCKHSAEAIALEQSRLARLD
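Quantitative HTS format: methyltransferase activity on a biotin-tagged H3K9 peptide is measured by AlphaScreen, using a rabbit anti-monomethyl-H3K9 antibody with streptavidin donor and anti-IgG acceptor beads. Final levels are 20 nM enzyme, 500 nM peptide, 20 uM SAM; 2 h RT.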
Numbers without * were called inactive; [ ] = dose if it differs, or a comment. Unless noted, calls come from the whole dose curve; as a rule, active = well fitted curve in the direction sought with a large enough effect; inconclusive = small, poorly fitted or top-dose-only effect, or another doubt; inactive = no such curve, though single readings can be large; an effect the other way counts as inactive or inconclusive. An excerpt, so the mix of outcomes need not match the whole.

Results for COc1cccc(CNC(=O)CCC2CCCN(C(=O)c3cc(C)on3)C2)c1 (stereo not given) ?
PI4K2A block: 3; GLS inh: -3%; Pol eta inh: 3%; JMJD2A Tudor inh: -14%; HP1b binding inh: 25%; Tb PGK inh: -5%; Pin1 inh: 1%; BAZ2B block: -2%; G9a inh: 7%

How did O=C(O)CCC(=O)N1CC=C(c2ccccc2)CC1 do in these assays?
PI4K2A block: -1; GLS inh: -2%; Pol eta inh: 5%; JMJD2A Tudor inh: -12%; HP1b binding inh: 6%; Tb PGK inh: -7%; Pin1 inh: -4%; BAZ2B block: 7%; G9a inh: -2%

How did Cc1ccc(-c2cn3ccc(C)cc3n2)cc1 do in these assays?
PI4K2A block: 0; GLS inh: 1%; Pol eta inh: -5%; JMJD2A Tudor inh: -28%; HP1b binding inh: 21%; Tb PGK inh: -2%; Pin1 inh: -4%; BAZ2B block: -14%; G9a inh: -9%[59 µM]

What do the screens show for `Cc1cccc(NC(=O)C2CCN(S(=O)(=O)c3cccc4cccnc34)CC2)n1`?
PI4K2A block: 4; GLS inh: -1%; Pol eta inh: -6%; JMJD2A Tudor inh: -21%; HP1b binding inh: 54%[activator]; Tb PGK inh: 6%; Pin1 inh: 0%; BAZ2B block: 11%; G9a inh: -8%

What do the screens show for `N#C/C(=C\Nc1ccc(Cl)cn1)S(=O)(=O)c1ccccc1`?
PI4K2A block: 5; GLS inh: 4%; Pol eta inh: -7%; JMJD2A Tudor inh: -15%; HP1b binding inh: 9%; Tb PGK inh: 2%; Pin1 inh: -14%; BAZ2B block: -15%; G9a inh: 12%

Results for CCCn1c(=N)n(CC(=O)O)c2ccccc21 ?
PI4K2A block: -1; GLS inh: 6%; Pol eta inh: 0%; JMJD2A Tudor inh: -11%; HP1b binding inh: 19%; Tb PGK inh: -5%; Pin1 inh: -5%

Results for S=C(NCCc1ccccc1)N1CCn2cccc2C1c1ccncc1 (stereo not given) ?
PI4K2A block: 31; GLS inh: 1%; Pol eta inh: -23%; JMJD2A Tudor inh: inconclusive; HP1b binding inh: -13%; Tb PGK inh: inactive; Pin1 inh: -3%; BAZ2B block: -35%

What do the screens show for `N#CCCN1CCN(CCC#N)C1=S`?
PI4K2A block: 0; GLS inh: 0%; Pol eta inh: -5%; JMJD2A Tudor inh: 5%; HP1b binding inh: 29%; Tb PGK inh: 2%; Pin1 inh: -3%

Results for CC(C)[C@H](NC(=O)OCc1ccccc1)C(=O)N[C@@H](Cc1c[nH]c2ccccc12)C(=O)O ?
PI4K2A block: -4; GLS inh: 18%; Pol eta inh: -16%; JMJD2A Tudor inh: -26%; HP1b binding inh: 18%; Tb PGK inh: 10%; Pin1 inh: -6%; BAZ2B block: -4%; G9a inh: inconclusive

What do the screens show for `O=C1NC(=O)/C(=C/c2ccccn2)S1`?
PI4K2A block: -1; GLS inh: -9%; Pol eta inh: 5%; JMJD2A Tudor inh: inconclusive; HP1b binding inh: 10%; Tb PGK inh: -7%; Pin1 inh: -18%; BAZ2B block: -27%; G9a inh: inconclusive

How did COc1cccc(NC(=O)C2CCCN2S(=O)(=O)c2ccc3nc(-c4ccccc4)[nH]c3c2)c1 (stereo not given) do in these assays?
PI4K2A block: 1; GLS inh: -10%; Pol eta inh: inconclusive; JMJD2A Tudor inh: -17%; HP1b binding inh: 12%; Tb PGK inh: -10%; Pin1 inh: 1%; BAZ2B block: -1%; G9a inh: -5%[59 µM]

How did O=C(C1CCCO1)N1CCN(S(=O)(=O)c2ccc(Br)cc2)CC1 (stereo not given) do in these assays?
PI4K2A block: 0; GLS inh: 10%; Pol eta inh: -3%; JMJD2A Tudor inh: -6%; HP1b binding inh: 33%; Tb PGK inh: 4%; Pin1 inh: 2%; BAZ2B block: 3%

How did CCOC(=O)N/N=C\c1ccc(C)s1 do in these assays?
PI4K2A block: 5; GLS inh: -2%; Pol eta inh: -5%; JMJD2A Tudor inh: -15%; HP1b binding inh: 34%; Tb PGK inh: inactive; Pin1 inh: -4%; BAZ2B block: 29%; G9a inh: 5%[59 µM]

How did Cc1nc2ccc(NC(=O)c3ccc(=O)[nH]c3)cc2s1 do in these assays?
PI4K2A block: -3; GLS inh: 5%; Pol eta inh: -16%; JMJD2A Tudor inh: 3%; HP1b binding inh: 15%; Tb PGK inh: -3%; Pin1 inh: -3%; BAZ2B block: -7%; G9a inh: -51%

How did Cc1nc2cc(NC(=O)c3ccc(Cl)cc3)ccc2n1C do in these assays?
PI4K2A block: 1; GLS inh: -1%; Pol eta inh: 6%; JMJD2A Tudor inh: -16%; HP1b binding inh: 47%[activator]; Tb PGK inh: -1%; Pin1 inh: -4%; BAZ2B block: -25%; G9a inh: -15%

Results for O=C(Nc1ccc(-c2noc(CCc3ccccc3)n2)cc1)c1cccnc1 ?
PI4K2A block: 1; GLS inh: 4%; Pol eta inh: inconclusive; JMJD2A Tudor inh: -13%; HP1b binding inh: 18%; Tb PGK inh: 2%; Pin1 inh: 3%; BAZ2B block: 8%; G9a inh: -2%[59 µM]

How did Cc1nc2c(-c3ccccc3)c(C)[nH]n2c(=O)c1Cc1ccc(C(C)C)cc1 do in these assays?
PI4K2A block: -1; GLS inh: 4%; Pol eta inh: -14%; JMJD2A Tudor inh: -18%; HP1b binding inh: 49%[activator]; Tb PGK inh: -6%; Pin1 inh: -3%; BAZ2B block: -30%; G9a inh: 39%[59 µM]

How did Cc1ccccc1NC(=O)c1c(C)oc2ccc(O)c(CN3CCCCCC3)c12 do in these assays?
PI4K2A block: -5; GLS inh: 8%; Pol eta inh: -13%; JMJD2A Tudor inh: -26%; HP1b binding inh: -27%; Tb PGK inh: -1%; Pin1 inh: 4%; BAZ2B block: -10%; G9a inh: -20%[59 µM]

How did FC(F)(F)c1cccc(CNC(=S)Nc2ccccc2)c1 do in these assays?
PI4K2A block: 1; GLS inh: -1%; Pol eta inh: -6%; JMJD2A Tudor inh: 3%; HP1b binding inh: 32%[activator]; Tb PGK inh: -6%; Pin1 inh: 2%; BAZ2B block: 0%; G9a inh: 12%[59 µM]

Results for COc1ccc(-c2[nH]ncc2CNCc2cc(C)n(C)n2)c(F)c1 ?
PI4K2A block: -7; GLS inh: 15%; Pol eta inh: -2%; JMJD2A Tudor inh: -17%; HP1b binding inh: 48%[activator]; Tb PGK inh: 3%; Pin1 inh: 2%; BAZ2B block: -18%; G9a inh: 2%

Results for CN1CC(c2ccccc2)Oc2ccccc2C1=S (stereo not given) ?
PI4K2A block: -1; GLS inh: -3%; Pol eta inh: -3%; JMJD2A Tudor inh: -12%; HP1b binding inh: 52%[activator]; Tb PGK inh: inactive; Pin1 inh: 3%

What do the screens show for `Cc1cccc(NC(=O)c2ccc(OCc3c(C)noc3C)cc2)c1C`?
PI4K2A block: -5; GLS inh: -16%; Pol eta inh: -8%; JMJD2A Tudor inh: 1%; HP1b binding inh: 18%; Tb PGK inh: 2%; Pin1 inh: 3%

Results for CN(C)S(=O)(=O)c1ccc(NC(=O)CSc2ncnc3ccccc23)cc1 ?
PI4K2A block: -5; GLS inh: -3%; Pol eta inh: -1%; JMJD2A Tudor inh: -16%; HP1b binding inh: -4%; Tb PGK inh: -4%; Pin1 inh: 7%; BAZ2B block: -5%; G9a inh: inconclusive

Results for Cn1c(SCC(=O)c2ccc(F)cc2)nnc1-c1ccccc1Br ?
PI4K2A block: 1; GLS inh: 2%; Pol eta inh: -7%; JMJD2A Tudor inh: -7%; HP1b binding inh: 29%; Tb PGK inh: 3%; Pin1 inh: -1%; BAZ2B block: -1%; G9a inh: 2%[59 µM]

How did CC(=O)c1c(C)[nH]c(C(=O)NCCCN2CCCC2)c1C do in these assays?
PI4K2A block: 10; GLS inh: -18%; Pol eta inh: -14%; JMJD2A Tudor inh: -1%; HP1b binding inh: 19%; Tb PGK inh: -9%; Pin1 inh: -8%; BAZ2B block: -34%; G9a inh: -13%[2.33 µM]

How did CC(C)(C)NC(=O)CN(C(=O)CNC(=O)c1cccs1)c1ccc2c(c1)OCCO2 do in these assays?
PI4K2A block: -9; GLS inh: -10%; Pol eta inh: -7%; JMJD2A Tudor inh: -4%; HP1b binding inh: 35%[activator]; Pin1 inh: 0%; BAZ2B block: -2%; G9a inh: 25%[59 µM]

Arranged by formula weight (falling): 3 of the compounds above
How did Cc1ccccc1NC(=O)c1c(C)oc2ccc(O)c(CN3CCCCCC3)c12 do in these assays?
PI4K2A block: -5; GLS inh: 8%; Pol eta inh: -13%; JMJD2A Tudor inh: -26%; HP1b binding inh: -27%; Tb PGK inh: -1%; Pin1 inh: 4%; BAZ2B block: -10%; G9a inh: -20%[59 µM]

How did Cc1nc2ccc(NC(=O)c3ccc(=O)[nH]c3)cc2s1 do in these assays?
PI4K2A block: -3; GLS inh: 5%; Pol eta inh: -16%; JMJD2A Tudor inh: 3%; HP1b binding inh: 15%; Tb PGK inh: -3%; Pin1 inh: -3%; BAZ2B block: -7%; G9a inh: -51%

How did CCOC(=O)N/N=C\c1ccc(C)s1 do in these assays?
PI4K2A block: 5; GLS inh: -2%; Pol eta inh: -5%; JMJD2A Tudor inh: -15%; HP1b binding inh: 34%; Tb PGK inh: inactive; Pin1 inh: -4%; BAZ2B block: 29%; G9a inh: 5%[59 µM]
